Wnt act: activators of Wnt/beta-catenin signaling; AID 743398; hit rate 1.2% among 300,000; activation, % at 9.35 µM; Wnt/beta-catenin reporter cell assay, activator, plate reader; in the data active = activation above about 30%, passing the limit was not always enough;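 note: 0% = neutral control wells and 100% = positive control wells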
NSD2 HMT inh: NSD2 (human) methyltransferase inhibition; O96028; NSD2 peptide methylation, AlphaScreen, 120 min; inhibition, % at 12.5 µM; hit rate 0.54% among 310,000; AID 743445; in the data active = inhibition above about 50%
HTR5A ag ctr: HTR5A agonism, opioid heterodimer counter-screen; P47898; HTR5A agonist assay, luminescence, cell-based; activation, % at 9.3 µM; hit rate 0.61% among 340,000; in the data active = activation mostly above about 9.5%, no sharp cut-off; inactive = mostly below about 7.6%;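 note: 0% = cells with vehicle only and 100% = reference agonist; strong numbers were not always called active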
Target sequence (P47898 whole entry, looked up): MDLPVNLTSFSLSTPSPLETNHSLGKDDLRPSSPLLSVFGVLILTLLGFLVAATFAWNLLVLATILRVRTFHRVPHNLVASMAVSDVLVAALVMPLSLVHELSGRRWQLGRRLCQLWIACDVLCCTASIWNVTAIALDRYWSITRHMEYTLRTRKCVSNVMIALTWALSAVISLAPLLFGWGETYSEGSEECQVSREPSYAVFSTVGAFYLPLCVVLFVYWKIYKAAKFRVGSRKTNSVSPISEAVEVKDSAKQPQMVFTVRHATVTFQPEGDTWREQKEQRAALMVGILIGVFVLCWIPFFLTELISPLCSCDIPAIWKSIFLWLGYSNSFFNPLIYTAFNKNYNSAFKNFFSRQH
V-ATPase pHluor: yeast V-ATPase proton transport regulation by pHLuorin. S. cerevisiae, pHLuorin cytosolic pH fluorescence. response, % at 10 µM. hit rate 0.37% among 350,000. AID 504577; in the data active = response mostly above about 7.3%, no sharp cut-off; inactive = mostly below about 5.4%; note: actives read high; inactives centre near 0; some compounds called inactive have numbers as strong as hits; reference of the scale not given here
MITF act: activators of MITF-driven TRPM1 promoter activity in SK-MEL-5 cells | SK-MEL-5 TRPM1-promoter luciferase, 24 h; % of positive control, neutral wells = 0 | activation, % at 12.5 µM | hit rate 0.75% among 300,000 | AID 588334;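 active = mean activation of at least 80% with every replicate also reaching 80%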;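 note: 0% = neutral control wells and 100% = parthenolide positive control wells; values of inactives mirror those of a sister screen read the other way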
dFosB activator: activators of mouse delta FosB homodimer | P13346 | purified delta FosB, TAMRA-CDK5 oligo fluorescence polarization; percent of positive-control signal above neutral wells | activation, % at 25 µM | hit rate 0.99% among 340,000;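 active = mean activation above about 17%, with every replicate also reaching it, limit read from the data, passing the limit was not always enough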;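 note: fluorescence polarization rise as delta FosB binds a TAMRA Cdk5 AP-1 oligo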
SR-BI DiI inh: mouse SR-BI HDL lipid transfer inhibition. Q61009. hit rate 0.96% among 320,000. inhibition, % at 12.5 µM. ldlA[mSR-BI] CHO cells, DiI-HDL uptake fluorescence, 3 h;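 active = mean replicate inhibition of at least 70% and a set share of replicates each scoring 70 or more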;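 note: 0% = median of neutral control wells and 100% = median of positive control wells; values of inactives mirror those of a sister screen read the other way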
Target sequence (Q61009 whole entry, looked up): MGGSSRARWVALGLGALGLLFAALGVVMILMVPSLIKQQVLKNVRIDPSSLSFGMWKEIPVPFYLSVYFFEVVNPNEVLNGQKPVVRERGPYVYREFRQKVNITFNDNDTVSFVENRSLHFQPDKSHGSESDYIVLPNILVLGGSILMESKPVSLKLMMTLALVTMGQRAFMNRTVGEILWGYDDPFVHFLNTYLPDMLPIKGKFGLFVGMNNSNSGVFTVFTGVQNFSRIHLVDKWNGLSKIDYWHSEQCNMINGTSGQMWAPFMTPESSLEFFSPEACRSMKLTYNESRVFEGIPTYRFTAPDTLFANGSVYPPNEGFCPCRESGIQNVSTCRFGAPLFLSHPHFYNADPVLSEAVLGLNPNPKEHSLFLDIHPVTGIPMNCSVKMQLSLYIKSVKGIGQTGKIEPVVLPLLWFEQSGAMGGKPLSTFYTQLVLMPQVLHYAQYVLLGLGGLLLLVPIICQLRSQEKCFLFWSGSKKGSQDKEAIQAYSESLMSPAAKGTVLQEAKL
CDK5 inh: inhibitors of human CDK5/p35 kinase; Q00535+Q15078; Recombinant CDK5/p35, ADP-Glo luminescence, 60 min; inhibition, % at 10 µM; hit rate 0.01% among 330,000; AID 488839;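 active = highest replicate inhibition of at least 50% and at least 75% of replicates reaching 50%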;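 note: plate controls were DMSO neutral control for no effect and GW8510 at 10 µM for full effect; many of its hits are not listed in these tables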
PvdQ acylase: blocks Pseudomonas aeruginosa PvdQ acylase activity; purified PvdQ acylase, fluorescence plate reader; inhibition, % at 10 µM; hit rate 0.063% among 340,000; AID 488965; in the data active = inhibition above about 30%, passing the limit was not always enough;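 note: 0% = vehicle neutral wells and 100% = reference inhibitor wells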
HTR5A inv ag: counter-screen for OPRM1-OPRD1 inverse agonists: human HTR5A inverse agonism; P47898; HTR5A cell line, luminescence; inhibition, % at 9.3 µM; hit rate 0.083% among 340,000; in the data active = inhibition mostly above about 23%, no sharp cut-off; inactive = mostly below about 18%;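 note: 0% = cells with DMSO and 100% = no-cell wells with DMSO; some compounds called inactive have numbers as strong as hits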
Active calls of the source: *; nt = no result given. Not a hit list; any-hit rate near 5%.

Second line of a record: HTR5A inv ag	SR-BI DiI inh	dFosB activator	V-ATPase pHluor	NSD2 HMT inh	MITF act	HTR5A ag ctr	CDK5 inh	Wnt act	PvdQ acylase
Cc1ccc2c([N+](=O)[O-])cccc2n1
→ 2	-12	0	1	-1	-7	-1	1.7	nt	23
CCn1cc([N+](=O)[O-])c(C(=O)Nc2cc(C)on2)n1
→ 7	-8	-3	6	2	9	9	-7.4	0	-17
COc1ccc(Cc2nc3ccc(C(=O)N(C)CCn4ccnc4)cc3o2)cc1OC
→ -4	4	-3	4	-1	9	0	1.0	20	-7
O=C(CSc1ncn[nH]1)Nc1nc(-c2cccc([N+](=O)[O-])c2)cs1
→ -10	24	8	-2	2	4	3	0.5	0	-58
Cc1onc(-c2c(Cl)cccc2Cl)c1C(=O)N1CCSCC1
→ -6	-13	-2	0	1	-2	3	3.4	1	16
CC1CCN(c2nc(CN3CCCCC3)nc3scc(-c4ccccc4)c23)CC1
→ -9	-12	-8	0	12	-12	8	-1.6	-9	-7
COc1cc(C(F)(F)F)c(C(=O)NCc2cccc(Cl)c2)cn1
→ -17	-14	-5	1	-1	nt	0	3.2	0	-15
COc1ccc(CCNC(=O)Cn2c([N+](=O)[O-])cnc2C)cc1OC
→ -8	0	2	4	-4	-1	3	-1.5	0	2
CCOc1ccc(NC(=O)Nc2cccnc2)cc1
→ -1	-11	-8	2	5	30	-1	-1.1	-10	-29
CCOCCCNC(=O)C(NC(=O)c1ccc(NC(C)=O)cc1)c1ccc(C)cc1 (centres undefined)
→ -15	-30	1	-2	-2	4	-4	1.9	0	-18
COc1ccc(CNC(=O)CCS(=O)(=O)c2ccc(Br)cc2)cc1
→ -25	13	-11	4	6	4	6	-0.6	-1	-5
O=C(CC(CC(=O)c1ccccc1)c1ccccn1)c1ccccc1
→ -23	-6	-6	2	-2	8	6	-1.6	-6	11
CCOc1ccc(CN2CCN(Cc3c(C)nn(CC)c3C)CC2CCO)cc1 (centres undefined)
→ 6	nt	-8	-1	10	10	2	0.2	27	-15
CC/C(C)=N/Oc1nc(C)cc(C)n1
→ -3	1	3	-4	3	nt	0	1.7	-1	5
O=C(CCNS(=O)(=O)c1cccc2nsnc12)NCc1cccs1
→ -2	-24	-8	-3	2	-1	-3	nt	-3	12

New compounds follow.
Second line of a record: HTR5A inv ag	SR-BI DiI inh	dFosB activator	V-ATPase pHluor	NSD2 HMT inh	MITF act	HTR5A ag ctr	CDK5 inh	Wnt act	PvdQ acylase
Cc1ccc2c(Cl)c(C(=O)N/N=C/c3cccn3C)sc2c1
→ 9	12	-5	-2	-1	75	-3	1.3	12	-10
O=C1C(c2ccc(F)cc2)N(CC2COc3ccccc3O2)C(=O)CN1C1CCCCC1 (centres undefined)
→ -1	16	0	-2	1	3	0	-1.6	nt	-8
Cc1nn(C)c(C(=O)NC(=S)Nc2ccc([N+](=O)[O-])cc2)c1Cl
→ 16	-28	2	-2	3	0	0	-0.1	-1	-9
Cc1ccc(-c2cc(C(=O)NCC3CCCO3)c3ccccc3n2)cc1C (centres undefined)
→ -11	4	1	1	nt	11	0	-1.3	2	-17
COc1ccc(OC)c(NC(=O)CSc2nnc(Cc3cccn3C)n2-c2ccc(F)cc2)c1
→ 10	25	-14	-1	nt	-3	-3	2.2	-3	-15
O=[N+]([O-])c1cccnc1N1CCN(c2ccc(F)cc2)CC1
→ 6	-116	-4	-5	nt	1	-2	-1.0	2	-7
N#Cc1ccccc1OCC(=O)NNC(=O)CNC(=O)c1ccc(Br)o1
→ 10	-30	7	-3	-4	5	-2	-0.6	-1	-12
Cc1onc(-c2ccccc2Cl)c1C(=O)Nc1cccnc1
→ 13	0	-9	-1	-1	-1	1	6.0	nt	-7
COc1ccc2c(c1)C(NC(=O)C(F)(F)F)CC2=O (centres undefined)
→ -9	7	-13	4	1	nt	3	0.0	0	-9
COc1ccccc1NS(=O)(=O)CC12CCC(CC1=O)C2(C)C (centres undefined)
→ -7	-16	-7	2	-2	2	9	0.7	nt	-13
Cc1ccccc1N=C1NC(=O)CS1
→ -25	-18	-3	1	-2	-1	-6	1.9	nt	-13
O=C(NC1CCCCC1)C1CCCN1C(=O)Nc1ccccc1 (centres undefined)
→ 3	-7	-9	-2	-7	12	-1	-0.1	-3	-13
O=C(NC1CCCCC1)c1cccc(Cn2cc(Cl)cn2)c1
→ 9	-12	-2	5	0	nt	-3	-1.1	-3	-13
O=C1c2ccccc2C(=O)N1CCN1CCCCC1
→ 18	-13	-1	0	-1	2	0	-0.7	nt	-6
O=C1c2ccccc2C(=O)c2c1cccc2N(CCO)CCO
→ -4	-2	0	2	17	nt	1	-3.1	-4	-26

(listing goes on)
Second line of a record: HTR5A inv ag	SR-BI DiI inh	dFosB activator	V-ATPase pHluor	NSD2 HMT inh	MITF act	HTR5A ag ctr	CDK5 inh	Wnt act	PvdQ acylase
O=C1CCC(c2ccccc2)N1C(=O)c1cccnc1 (centres undefined)
→ -5	-24	0	3	5	5	2	-1.1	0	-8
O=C(C1CC1)N1N=C2CCCCC2C1(O)C(F)(F)F (centres undefined)
→ 6	-5	-8	3	-3	-8	7	-0.3	-1	5
COC(CNC(=O)c1c[nH]c2ccc(S(=O)(=O)N3CCOCC3)cc2c1=O)OC
→ -2	-24	-5	-2	6	10	-2	1.2	0	13
COc1cc(S(=O)(=O)n2nc(C)cc2C)ccc1Cl
→ -23	5	0	0	1	nt	3	0.6	0	-20
Nc1cccnc1Sc1ccc(Cl)cc1
→ 1	-3	3	-2	1	-6	4	-0.8	nt	-1
CN(C)c1cc[n+](CC[n+]2ccc(N(C)C)cc2)cc1
→ -31	-18	0	2	nt	-7	11	-1.0	-1	0
COc1cccc(NC(=O)Nc2cc(C(=O)NCC3CCCO3)ccc2N2CC3CC(C2)c2cccc(=O)n2C3)c1 (centres undefined)
→ 12	-18	-5	0	2	1	-3	-1.0	-1	-3
O=C(c1cccc(F)c1)N1CCCC(C(=O)N2CCCCC2)C1 (centres undefined)
→ 17	4	0	0	2	-3	3	-0.4	0	2
COC(=O)c1ccc(COc2ncnc3sccc23)cc1
→ -9	-22	-4	-3	-2	5	3	-1.3	-3	-15
O=C(CN1C(=O)NC2(CCCC2)C1=O)N1CCN(c2ccccc2Cl)CC1
→ 8	9	-8	4	-1	35	-3	1.5	13	-17
COc1ccc(CN2CCN(S(=O)(=O)c3ccc(NC(C)=O)cc3)CC2)c(OC)c1OC
→ 31	-7	-12	8	1	7	-4	1.9	-1	-13
CC(/C=N/NC(=O)c1ccccc1F)=C\c1ccccc1
→ 11	-6	-7	0	1	99*	3	1.7	5	-2
Cc1ccc(Oc2cc([N+](=O)[O-])cc3c2C(=O)Nc2ccccc2O3)cc1
→ -19	-8	-15	1	-1	-11	10	-1.1	-2	1
CCOc1ccccc1N=NC1C(=O)N(C(N)=S)N=C1C (centres undefined)
→ 0	44	-5	-1	1	-9	0	-1.4	-1	-6
Cc1ccc2nc(C3CCN(CC(=O)N4CCCCCC4)CC3)[nH]c2c1
→ -16	-14	-7	-2	4	-10	3	-1.5	nt	-12

(continued)
Second line of a record: HTR5A inv ag	SR-BI DiI inh	dFosB activator	V-ATPase pHluor	NSD2 HMT inh	MITF act	HTR5A ag ctr	CDK5 inh	Wnt act	PvdQ acylase
COc1ccc(NC(=O)C2=CC(c3cccs3)=NS(=O)(=O)N2C)cc1
→ -24	11	-5	2	nt	-1	8	0.5	-3	-11
CCOc1ccc(OCC)c(NC(=O)CN(C)S(=O)(=O)c2cccc3nsnc23)c1
→ -26	47	-9	1	6	-8	10	-0.5	-2	-4
COc1ccccc1N1CCN(CCC(=O)Nc2ccc(F)cc2)CC1
→ -6	2	-4	-2	-1	-3	2	0.9	-2	-5
NC(=O)c1ccc(-c2csnn2)cc1
→ nt	-15	-9	1	-2	nt	nt	-1.0	1	-9
Cn1c(CC(=O)Nc2ccc(F)cc2)nnc1SCC(=O)NC1CCCCC1
→ 6	nt	-2	-4	-1	6	-2	2.3	-1	-4
O=C1OC(c2ccc(O)cc2)(c2ccccc2O)c2ccccc21 (centres undefined)
→ -3	-8	-2	1	3	-5	1	1.8	0	9
CC(=O)c1cccc(NC(=S)NCCC2=CCCCC2)c1
→ -26	68	2	0	nt	6	10	1.1	nt	-11
O=C(Nc1ccnn1C1CCN(Cc2ccccc2)CC1)c1ccccc1Cl
→ 10	-18	-8	-2	0	2	-4	-1.6	1	8
Cc1cc(OCC(O)CNC(C)(C)C)ccc1Cl (centres undefined)
→ nt	-23	-1	1	1	-3	nt	1.5	-14	10
CCC1(CC)NC(=O)N(CC(=O)OCC(=O)Nc2ccccc2[N+](=O)[O-])C1=O
→ -5	5	0	1	13	1	2	-0.7	-1	-8
O=C(COC(=O)c1ccccc1OCC(=O)Nc1ccc(Br)cc1)Nc1ccccc1
→ -4	16	-6	-4	-2	19	1	0.0	-2	8
COc1ccc2[nH]cc(CCNS(=O)(=O)Cc3ccccc3)c2c1
→ -60	-3	5	0	0	-16	22*	0.3	-1	3
Cc1ccc(S(=O)(=O)CCc2nnc(NC(=O)C3CCCCC3)s2)cc1
→ -18	-22	-6	-1	6	-2	7	-0.2	-2	-14
C=Cc1ccc(C(=O)NC2CCCN(Cc3ccccc3F)C2)cc1 (centres undefined)
→ -14	nt	-1	-3	3	-4	4	1.3	-1	-8
CCOC(=O)N1CCC(N(CCN(C)C)C(=S)Nc2cc(C)ccc2C)CC1
→ -8	-6	2	0	-1	-11	3	-0.8	nt	-13
Cc1cc(=O)oc2cc(NC(=O)c3c(Cl)cnn3C)ccc12
→ 8	24	-7	9.2*	-3	45	2	-4.6	2	-18
Cc1sc2nc(SCC(=O)N(C)C)[nH]c(=O)c2c1C
→ 0	8	1	-3	1	6	1	-0.2	nt	-16
CC(NC(=S)Nc1ccc(OC(F)F)c(Cl)c1)C(C)(C)C (centres undefined)
→ -7	65	-8	3	0	6	3	-0.6	-1	8

High-throughput results: PubChem BioAssay, several laboratories
